Bioassay records as filed in PubChem BioAssay.
bovine MsrA act = activators of bovine methionine sulfoxide reductase A; purified bovine MsrA, absorbance read-out; activation, % at 10.6 µM; 360,000 tested, 0.3% active; AID 602163; in the data active = activation above about 7.5%;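 note: 0% = vehicle and 100% = reference activator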
PABP1 MLLE inh = inhibitors of microRNA-mediated deadenylation, human PABP1 MLLE binding; 360,000 tested, 0.36% active; P11940; inhibition, % at 20 µM; AID 588489; GST-MLLE / FITC-PAM2 fluorescence polarization; in the data active = inhibition above about 35%, passing the limit was not always enough;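 note: plate controls were DMSO wells with GST-MLLE for no effect and wells lacking GST-MLLE protein for full effect; some results filed as inactive read as strong as hits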
Rin1 Abl inh = human Rin1-Abl interaction inhibition | P00519+Q13671 | TR-FRET Rin1/Abl binding, biochemical | inhibition, % at 7.35 µM | 360,000 tested, 0.4% active; in the data active = inhibition above about 5%, passing the limit was not always enough
FAS TE block = blocks the thioesterase domain of human fatty acid synthase. P49327. recombinant FAS-TE, OMFH fluorogenic substrate, fluorescence endpoint. inhibition, % at 15 µM. 360,000 tested, 0.67% active;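 active = compounds whose normalised, plate-corrected inhibition of enzyme fluorescence in the single-dose primary screen is 50% or more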;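 note: 0% = DMSO with enzyme and 100% = substrate without enzyme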
MsrA inh = inhibitors of bovine MsrA | inhibition, % at 15.5 µM | purified bovine MsrA, absorbance read-out | AID 651718 | 360,000 tested, 0.75% active; in the data active = inhibition above about 4.5%;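 note: 0% = vehicle wells with enzyme and 100% = reference inhibitor wells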
eLon inh = E. coli protease La inhibition | P0A9M0 | purified E. coli Lon protease, fluorescence polarization | inhibition, % at 7.94 µM | 360,000 tested, 0.42% active | AID 602123; in the data active = inhibition above about 13%, passing the limit was not always enough;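 note: 0% = enzyme with probe and DMSO and 100% = no enzyme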
Target sequence (P0A9M0 whole entry, looked up): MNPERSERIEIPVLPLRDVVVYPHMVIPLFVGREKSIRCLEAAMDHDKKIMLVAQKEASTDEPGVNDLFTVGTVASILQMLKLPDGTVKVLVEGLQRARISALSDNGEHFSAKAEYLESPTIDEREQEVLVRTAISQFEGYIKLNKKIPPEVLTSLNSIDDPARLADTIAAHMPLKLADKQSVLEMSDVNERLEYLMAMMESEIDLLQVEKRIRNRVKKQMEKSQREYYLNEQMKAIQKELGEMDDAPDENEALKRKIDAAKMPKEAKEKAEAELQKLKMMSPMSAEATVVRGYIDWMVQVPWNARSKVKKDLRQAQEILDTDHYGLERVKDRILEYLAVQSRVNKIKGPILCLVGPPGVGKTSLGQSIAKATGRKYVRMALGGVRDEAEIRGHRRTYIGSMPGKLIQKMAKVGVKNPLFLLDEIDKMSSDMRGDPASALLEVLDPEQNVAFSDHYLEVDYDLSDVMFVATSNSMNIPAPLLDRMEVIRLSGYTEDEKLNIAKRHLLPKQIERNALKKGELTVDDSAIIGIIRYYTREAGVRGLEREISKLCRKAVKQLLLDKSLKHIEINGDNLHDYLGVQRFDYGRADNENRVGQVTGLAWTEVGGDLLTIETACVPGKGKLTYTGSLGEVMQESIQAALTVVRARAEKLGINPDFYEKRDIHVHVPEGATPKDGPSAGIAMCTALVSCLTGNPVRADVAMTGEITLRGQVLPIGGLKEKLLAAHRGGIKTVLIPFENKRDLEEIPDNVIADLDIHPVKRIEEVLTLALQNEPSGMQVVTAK
Neddylation inh = blocks human cullin neddylation; AID 651699; 360,000 tested, 0.58% active; P61081+Q13564; calls only at 25 µM; TR-FRET cullin neddylation, biochemical; in the data active = inhibition above about 36%
CSN deneddyl inh = blocks human CSN-mediated cullin deneddylation | 360,000 tested, 0.38% active | Purified CSN, SCF-Nedd8-OG deneddylation, fluorescence polarization | AID 651999 | Q92905 | inhibition, % at 12.5 µM;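 active = pattern-corrected inhibition above about 35%, with an unprinted fluorescence ratio check between 0.5 and 1.5, limit read from the data, passing the limit was not always enough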;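 note: 0% = enzyme with substrate and 100% = substrate without enzyme; some results filed as inactive read as strong as hits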
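assay system = purified human Csn5 enzyme expressed in HEK293T cells | amount = 0.24 nM enzyme | buffer or medium = Tris/NaCl/DTT buffer, pH 7.5 | reagent = 10 nM SCFSkp2-Nedd8OG | compound = one concentration, 12.5 µM, 0.25% DMSO | times = 90 min reaction at room temperature | signal = FP | read-out basis = % inhibition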
Tb MetRS inh = Trypanosoma brucei MetRS inhibition | purified T. brucei MetRS, ATP depletion, Kinase-Glo luminescence | inhibition, % at 11.9 µM | 360,000 tested, 0.4% active | AID 624268;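 active = inhibition above a per-plate cutoff of the control wells' mean inhibition plus 3 SD, cut at about 5.5% in these data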;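 note: 0% = DMSO wells median and 100% = median of wells with control inhibitor compound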
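technique = Kinase-Glo luminescence, ATP depletion format | system = purified MetRS (methionyl-tRNA synthetase) enzyme from Trypanosoma brucei | timing = 15 min preincubation, 2 h reaction, all 25 °C | evaluation = percent inhibition versus plate control medians | dosing = single dose, 11.9 µM final nominal, 0.9% final DMSO | also added = substrates ATP, L-methionine and bulk Escherichia coli tRNA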
* marks the source's active call; other numbers are inactive results; i = inactive; / = no result given. Some of the compounds tested, so the mix of outcomes need not match the whole.

molecule	Neddylation inh	eLon inh	MsrA inh	CSN deneddyl inh	PABP1 MLLE inh	Tb MetRS inh	Rin1 Abl inh	FAS TE block	bovine MsrA act
c1cc(CNCCc2ccc3c(c2)OCO3)ccn1	i	-2	-0.6	-1	-15	-0.2	-1	-5	2
Cc1cc(=O)oc2cc3c(cc12)CCCN3	i	-2	1.1	4	6	-0.6	1	-4	0
COc1ccc(NC2=NCCCS2)cc1OC	i	-4	3.3	-1	14	0.7	1	0	-4
CCCCC(CC)COC(=O)c1ccccc1C(=O)OCC(CC)CCCC (configuration not stated)	i	1	-0.6	1	-2	-1.6	-2	17	-9
O=c1[nH]c(=O)n(Cc2ccco2)c(O)c1/C=N/N1CCCCC1	i	-63	0.2	14	-32	-0.6	-2	-7	-4
Cc1ccc(O)c(C)c1	i	2	0.2	5	4	-0.6	1	0	-6
Cc1ccc2c(c1)CC1(CN2C)C(=O)NC(=O)N(c2ccccc2C)C1=O (configuration not stated)	i	0	-0.1	-2	8	-0.4	-1	-4	-2
CN1CCN(c2ncc(C=O)s2)CC1	i	2	3.8	7	-8	0.4	3	-7	-4
COc1cc(/C=N/NP(=S)(c2ccccc2)c2ccccc2)ccc1O	i	-1	1.7	0	18	-0.6	4	12	-8
CC(C)OP(=O)(OC(C)C)C(O)c1ccccc1F (configuration not stated)	i	7	-0.6	2	-6	-0.5	0	-12	-3
CN1CCN(Cc2ccc(Br)s2)CC1	i	-1	-1.0	0	4	-0.7	6	-6	-5
O=C1NC(=O)C2(Cc3ccccc3N3CCCC32)C(=O)N1c1ccccc1 (configuration not stated)	i	-8	-0.3	0	16	-0.1	-1	-3	-1
CC12CC[C@H]3[C@@H](CCC4(O)C[C@H](O)CCC34/C=N/NC(=O)c3ccccc3Cl)C1(O)CCC2C1=CC(=O)OC1 (some centres not stated)	i	-7	1.1	-1	-11	-0.1	-1	0	-4
Cc1ccc(/C=C2\C(=O)NC(=O)N(Cc3ccccc3Cl)C2=O)o1	i	-82	0.9	7	-72	0.6	5	-3	0
Cc1nn(Cc2ccccc2)c(C)c1C(=O)O	i	-1	-0.6	5	-9	-0.3	5	-10	-6
O=C1NC(=O)N(c2ccc(Cl)cc2)C(=O)/C1=C\c1ccc(Sc2nc3ccccc3[nH]2)o1	i	-27	3.6	30	-149	1.5	5	-5	-12
COc1ccccc1C1=NCc2nnc(CSC)n2-c2ccc(Cl)cc21	i	-6	0.6	-1	11	-0.8	0	-4	-7
O=c1[nH]c(=O)n(-c2ccccc2)c(O)c1/C=C1/C(c2ccccc2)=Nc2ccccc21	i	-24	1.6	7	-13	0.0	-2	-8	-3
N#CC1=C(N)Oc2c(c(=O)oc3ccccc23)C1c1ccncc1 (configuration not stated)	i	-6	0.8	-2	-3	-1.9	1	-6	-11
C=CCN1CC[C@]23c4c5ccc(O)c4OC2[C@H](O)CC[C@@]3(O)[C@H]1C5 (some centres not stated)	i	-8	-0.3	-4	-2	1.2	-2	3	1
c1ccc(Nc2ccc(Nc3ccccc3)cc2)cc1	i	5	0.3	-2	35	-0.6	-7	29	-2
Cn1c(O)c(C2=NNC(c3ccc(Cl)cc3)C2)c(=O)n(C)c1=O (configuration not stated)	i	-2	0.5	3	8	-0.9	2	-3	-11
CCN(CC)CCCOC(=O)C(OC)(c1ccccc1)c1ccccc1	i	-3	-0.8	-1	6	0.1	4	-3	-1
O=C(c1cc(=O)[nH]c2ccc(Br)cc12)N1CCC2(CC1)OCCO2	i	4	0.3	-2	7	-1.5	2	-6	-9
COc1cc(C(O)CNC(C)C)cc(F)c1OC (configuration not stated)	i	23*	-0.4	-3	-8	-0.6	6	-8	-13
COC(=O)C1=C(c2ccc(F)cc2F)C[C@@H]2CC[C@H]1N2C(=O)NCCOc1ccccc1Cl	i	-1	/	2	9	-0.3	-4	17	0
COc1cccc(C2(C#N)CCN(C)CC2)c1	i	-7	0.7	0	7	0.1	1	2	-2
CCCNC(=O)N1[C@H]2CC[C@@H]1C(C(=O)OC)=C(c1ccc3ccccc3c1)C2	i	1	/	1	4	-0.2	-1	-2	0
COC(=O)Nc1ccc(N=C(N)N[N+](=O)[O-])cc1	i	8	0.9	-8	-3	0.4	-2	-3	-2
CNC(=O)Oc1cccc2ccccc12	i	2	1.4	-1	1	-0.3	-1	-2	1
C=C1C(=O)OC2CCN3CC=C(COC(=O)C(C)(O)C4(CO4)C1C)C23 (configuration not stated)	i	0	0.0	-1	0	-0.6	3	-1	-2
CCCCCCCCN=Cc1c(O)[nH]c(=O)[nH]c1=O	i	-5	-0.5	-2	9	-0.2	2	0	-2
CNC(=O)CSP(=S)(OC)OC	i	-6	-0.9	-1	40*	-0.7	2	-2	-3
Cc1nc2cc([N+](=O)[O-])ccc2c(=O)n1-c1ccccc1[N+](=O)[O-]	i	15*	1.2	-1	-7	-0.5	-1	8	-2
COC(=O)C1=C(N)OC(C)=C(C(C)=O)C12C(=O)N(C)c1ccccc12 (configuration not stated)	i	-4	-0.1	0	9	-1.0	1	-9	-12
COc1ccc(CN2C(=O)NC(=O)/C(=C\c3ccc(OC)c(OC)c3OC)C2=O)cc1	i	-16	0.9	8	-21	-0.3	-2	0	-2
COC(=O)C1=C(c2ccc(F)cc2F)C[C@@H]2CC[C@H]1N2C(=O)NCCNC(C)=O	i	-7	/	-3	-8	-0.3	2	-9	-3
c1cnc2c(c1)ccc1ncccc12	i	-10	0.6	0	-1	-1.0	0	-10	-5
Cn1c(=O)cc(SCC(=O)N2CCC3(CC2)OCCO3)c2ccccc21	i	6	2.7	2	24	1.6	-87	-3	0
C(#CCN1CCOCC1)COCc1ccccc1	i	6	2.5	0	-7	-1.0	-2	-6	0
COc1ccc(Cl)cc1C(=O)C1CCCN(CCO)C1 (configuration not stated)	i	1	-0.1	-10	-5	-0.1	0	-1	-3
COc1ccc(-c2nc(CSCC(=O)N3CCC4(CC3)OCCO4)c(C)o2)cc1OC	i	0	0.2	6	33	-0.1	1	-6	1
CCN(N=Nc1nonc1OC)c1nonc1OC	i	3	0.9	2	3	-0.4	-4	8	-1
CCC(=NCc1cc(OC)cc(OC)c1)c1c(O)[nH]c(=O)[nH]c1=O	i	-6	-1.0	6	5	-0.2	1	-1	-2
CNCC(=O)c1ccc(O)c(O)c1	i	3	2.1	-5	-8	-1.8	-3	-8	-8
O=c1[nH]c2ccccc2n1C1CCN(Cc2ccc(-c3nc4ccc(F)cc4nc3-c3ccccc3)cc2)CC1	i	5	1.6	0	/	-0.9	/	63*	-2
CCCCn1nnnc1C(c1cccs1)N1CCC2(CC1)C(=O)NCN2c1ccccc1 (configuration not stated)	i	-14	-0.1	3	-1	-0.7	0	4	-1
CN1CCN(c2ccc(NC(=O)Oc3ccccc3)cc2)CC1	i	-11	-1.9	-1	-7	-0.3	0	-8	-7
CCCN1CCC[C@@H](c2cccc(O)c2)C1	i	-4	-1.5	1	-6	-1.0	3	-4	-9
O=C1CN(C(=O)COC(=O)Cc2ccccc2)c2ccccc2N1	i	-5	-0.3	0	7	-0.6	-1	-2	-2

Other compounds
molecule	Neddylation inh	eLon inh	MsrA inh	CSN deneddyl inh	PABP1 MLLE inh	Tb MetRS inh	Rin1 Abl inh	FAS TE block	bovine MsrA act
S=C1NCCN1	i	-12	1.8	-1	-138	-1.5	-2	0	-3
Cc1cccc(OCC(=O)N2CCN(Cc3ccc([N+](=O)[O-])cc3)CC2)c1	i	-4	0.7	-2	15	-0.6	-1	9	-6
O=c1[nH]c(=O)n(CCc2ccccc2)c(O)c1C=NC1CC1	i	-4	-0.5	0	1	0.1	2	-2	-3
COc1cccc(-n2c(-c3ccoc3)nc3ccccc3c2=O)c1	i	0	2.0	-1	3	-1.3	-1	-4	-11
O=C(Cn1ncc2c3ccccc3n(Cc3ccc(F)cc3)c2c1=O)N1CCC2(CC1)OCCO2	i	1	/	-2	-15	-2.2	1	17	-6
COc1cccc(NC(=O)CN2CC(c3ccccc3)CC2=O)c1 (configuration not stated)	i	3	-0.4	3	9	0.5	0	-2	3
COc1ccc(C(=O)C2CCCN(Cc3ccc(C)s3)C2)cc1OC (configuration not stated)	i	-3	4.7*	0	-7	-0.1	-2	2	-2
Oc1ccc(Cl)c(Cl)c1Cl	i	0	1.4	1	-7	0.2	5	-1	-3
Cc1ccc(-n2c(O)c(C=N)c(=O)n(-c3ccc(C)cc3)c2=O)cc1	i	-2	0.6	2	-9	-0.5	2	-6	-1
Oc1ccc(/C=N/NP(=S)(c2ccccc2)c2ccccc2)cc1O	i	-7	1.8	-1	-54	-0.8	-5	8	-4
O=C(N/N=C/c1c(O)n(C2CCCCC2)c(=S)[nH]c1=O)c1ccccc1O	/	-11	1.9	3	-44	-0.2	0	55*	-2
CC(=Nc1ccc2c(c1)CCC2)c1c(O)n(C2CCCCC2)c(=O)[nH]c1=O	i	0	0.5	3	-20	-0.7	-4	-4	-9
O=S(=O)(c1ccccc1)N1CCCCC1c1cccnc1 (configuration not stated)	i	3	-0.5	4	0	-0.8	-1	-4	-1
COc1ccc(N2C(=O)/C(=C/c3ccc(OC)c(OC)c3)C(=O)NC2=S)cc1	i	-7	1.5	-3	6	-0.1	1	-2	-1
O=c1nc(/C=C/c2ccc(Cl)cc2Cl)cc(C(F)(F)F)[nH]1	i	3	1.3	34	-20	-0.3	-1	9	-5
CCCCC1(CCC)C(=O)NC(=S)NC1=O	i	-1	0.5	-3	24	-0.4	3	-3	-8
C=C1C(C)C2C(Cc3ccccc3)NC(=O)C23C(OC(C)=O)C=CC(C)(O)CC(C)CC=CC3C1O (configuration not stated)	i	-15	-0.5	-3	2	-0.4	4	-7	-2
COC(=O)C1=C(c2cccc(OCc3ccccc3)c2)C[C@@H]2CC[C@H]1N2C(=O)NCc1ccc2[nH]ccc2c1	i	-4	-0.1	0	-4	0.3	4	17	-4
CN1CCC(N2CC3CC(C2)c2cccc(=O)n2C3)CC1 (configuration not stated)	i	-2	-1.5	5	0	0.1	-2	-3	-1
COc1cc2c(cc1OC)-c1c(OC)c(OC)cc3c1[C@H](C2)[N+](C)(C)CC3	i	-8	0.5	2	-129	-0.3	7	-10	-3
CCN(C(=O)COC(=O)C(O)(c1ccccc1)c1ccccc1)c1c(N)n(Cc2ccccc2)c(=O)[nH]c1=O	i	-4	1.6	-1	-7	-0.3	5	-5	-6
CCN(CC)CCN/N=C(\C)c1c(O)[nH]c(=O)[nH]c1=O	i	2	-1.0	4	-23	0.0	1	-3	-4
CN1C(=O)/C(=C/c2cccn2-c2ccc3ccccc3c2)C(=O)NC1=S	i	-14	0.9	6	9	0.5	1	-4	-3

Entries of single compounds, quoted from the list. Order of values: Neddylation inh, eLon inh, MsrA inh, CSN deneddyl inh, PABP1 MLLE inh, Tb MetRS inh, Rin1 Abl inh, FAS TE block, bovine MsrA act
Cc1ccc(-n2c(O)c(C=N)c(=O)n(-c3ccc(C)cc3)c2=O)cc1 as listed: i, -2, 0.6, 2, -9, -0.5, 2, -6, -1
CCN(C(=O)COC(=O)C(O)(c1ccccc1)c1ccccc1)c1c(N)n(Cc2ccccc2)c(=O)[nH]c1=O as listed: i, -4, 1.6, -1, -7, -0.3, 5, -5, -6
